Screening results (PubChem BioAssay)
CHRM5 PAM: CHRM5 positive allosteric modulation; AID 624038; activation, % at 3 µM; CHO-K1 hM5, Fluo-8 calcium, ACh EC20 PAM; 0% = ACh EC20, 100% = ACh EC100; P08912; 0.3% of 360,000 active;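 active means activation above the run cutoff, the mean activation of all test compounds plus 3 SD, cut at about 18% in these data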
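Measured by: Fluo-8 calcium fluorescence; material: human M5 receptor in CHO-K1 cells; schedule: Post-acetylcholine fluorescence recording 140 s; benchmarks: low control EC20 acetylcholine (0%), high control EC100 acetylcholine (100%); read-out: Max/basal fluorescence ratio as % of EC20–EC100 ACh window; compound: single dose, 3 µM nominal final test concentration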
CRFBP-R2 agonist: CRF-BP/CRF-R2 complex agonism; HEK293 CRF-R2/CRF-BP, calcium dye fluorescence (FLIPR); percent of saturating CRF peptide response; activation, % at 13.2 µM; 0.46% of 350,000 active;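 active means activation of at least 50%, plus an integration ratio under a set limit after plate pattern correction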;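 further: plate controls were neutral control wells without compound for no effect and CRF at EC100 for full effect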
TAAR1 antagonist: human TAAR1 antagonism; Q96RJ0; inhibition, % at 3 µM; CHO RD-HGA16 TAAR1, Fluo-8 calcium fluorescence, antagonist; AID 624466; 1.5% of 360,000 active;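 active means inhibition above a per-plate cutoff, the mean inhibition of test compounds on that plate plus 3 SD, cut at about 49% in these data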;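 further: 0% = DMSO plus EC80 beta-PEA response and 100% = DMSO alone without agonist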
Target sequence (Q96RJ0 whole entry, looked up): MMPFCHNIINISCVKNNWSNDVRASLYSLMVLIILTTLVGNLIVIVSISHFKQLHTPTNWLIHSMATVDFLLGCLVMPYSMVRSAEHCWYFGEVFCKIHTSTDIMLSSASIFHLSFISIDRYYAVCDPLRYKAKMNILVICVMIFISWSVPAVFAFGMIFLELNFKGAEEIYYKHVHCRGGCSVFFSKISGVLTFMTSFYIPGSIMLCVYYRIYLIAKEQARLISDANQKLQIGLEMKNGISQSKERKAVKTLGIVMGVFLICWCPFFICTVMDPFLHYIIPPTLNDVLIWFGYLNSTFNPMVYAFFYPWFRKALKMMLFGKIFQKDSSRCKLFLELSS
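Test system: RD-HGA16 CHO cells with stable hTAAR1 and Gα16 / Probe or stimulus: EC80 β-phenethylamine stimulus / Times: seeding 17-24 h prior, 75-min 37 °C, 30-min RT dye loading / Detection: Fluo-8 calcium-sensitive fluorescence / Read-out basis: % inhibition scaled between DMSO and EC80 PEA controls / Repeats: singlicate, one well per test compound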
M4 PAM: CHRM4 positive allosteric modulation. activation, % at 3 µM. AID 624126. CHO-K1 hM4/Gqi5, Fluo-8 calcium fluorescence, ACh EC20; 0% = ACh EC20, 100% = maximal ACh. 0.4% of 360,000 active;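 active means activation above its plate's cutoff, the mean activation of sample wells plus 3 SD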; further: some results filed as inactive read as strong as hits
Target sequence (P08173 whole entry, looked up): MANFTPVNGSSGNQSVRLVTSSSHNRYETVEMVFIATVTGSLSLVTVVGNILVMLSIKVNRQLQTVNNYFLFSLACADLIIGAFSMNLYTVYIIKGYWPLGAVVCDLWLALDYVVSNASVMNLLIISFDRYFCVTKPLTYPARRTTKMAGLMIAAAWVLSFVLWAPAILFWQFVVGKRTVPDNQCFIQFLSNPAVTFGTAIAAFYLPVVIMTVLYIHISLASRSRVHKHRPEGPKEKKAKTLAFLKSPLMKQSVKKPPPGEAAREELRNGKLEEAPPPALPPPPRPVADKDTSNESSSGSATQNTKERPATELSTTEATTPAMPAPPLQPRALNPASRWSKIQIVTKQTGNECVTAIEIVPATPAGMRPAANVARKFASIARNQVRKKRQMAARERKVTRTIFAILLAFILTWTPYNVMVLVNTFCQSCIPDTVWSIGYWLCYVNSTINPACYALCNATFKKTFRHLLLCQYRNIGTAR
CRFR2-BP antag: CRF-BP/CRF-R2 complex antagonism. 0.59% of 350,000 active. HEK293 CRF-R2/CRF-BP, CRF-induced calcium fluorescence. inhibition, % at 11.8 µM. AID 588475;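 active means inhibition of the ligand-induced calcium signal above about 50% at the single tested concentration, limit read from the data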
TAAR1 ag: agonists of human TAAR1. activation, % at 3 µM. CHO RD-HGA16 TAAR1, Fluo-8 calcium fluorescence; vehicle wells 0%, saturating PEA agonist 100%. 0.99% of 360,000 active. Q96RJ0;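 active means activation above the mean activation of all test compounds in the run plus 3 SD, cut at about 38% in these data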
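Signal – calcium-sensitive Fluo-8 signal, excitation 470-495, emission 515-575 nm · System – RD-HGA16 (CHO) cells co-expressing Gα16 and hTAAR1 · Incubation – 17-24 h seeding, 75 min 37 °C dye, 30 min RT · Compound dosing – 3 µM single concentration · Repeats – no replicates (n 1)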
M5 ag: agonists of human muscarinic M5 receptor (CHRM5); CHO-K1 hM5 cells, Fluo-8 calcium fluorescence; 0% DMSO wells, 100% maximal acetylcholine response; 0.19% of 360,000 active; AID 624037; activation, % at 3 µM;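 active means activation above the run's mean over test compounds plus 3 SD, cut at about 23% in these data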;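 further: signal is peak over basal fluorescence ratio across the kinetic read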
CHRM5 antagonist: CHRM5 antagonism in calcium assay. P08912. CHO-hM5 cells, Fluo-8 calcium fluorescence, ACh EC80. inhibition, % at 3 µM. 0.59% of 360,000 active;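 active means inhibition above a per-plate cutoff, the mean of that plate's test compounds plus 3 SD, cut at about 27% in these data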;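 further: 0% = acetylcholine EC80 with DMSO and 100% = DMSO without agonist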
M1 PAM parental: counter-screen for M1 PAMs: effect in parental CHO-K1 cells | ATP EC20, Fluo-8 calcium fluorescence; 0% at ATP EC20, 100% at ATP max | activation, % at 3 µM | 0.02% of 360,000 active | AID 602247;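 active means activation above the run cutoff, the mean activation of all test compounds plus 3 SD, cut at about 40% in these data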;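 further: peak over basal fluorescence ratio in a 140 s read after ATP addition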
Starred values were filed as active, the others as inactive; . = not tested or not shown. Compounds were not picked by outcome. Share with any hit: about 4.2%.

Values run as follows: CHRM5 PAM | CRFBP-R2 agonist | TAAR1 antagonist | M4 PAM | CRFR2-BP antag | TAAR1 ag | M5 ag | CHRM5 antagonist | M1 PAM parental
1: CCOC(=O)c1cc(-c2ccccc2)n(CC(=O)Nc2cc(OC)cc(OC)c2)c1C
  0 | 2.5 | 0 | -7 | 5 | 6 | 2 | 1 | 10
2: O=C(NCCc1ccc(Cl)cc1)c1n[nH]c2ccccc12
  -13 | -1.6 | 16 | -6 | 3 | 2 | -9 | 8 | 0
3: O=C(NCc1ccncc1)c1ccc(Cl)c(S(=O)(=O)N2CCCCC2)c1
  -4 | 2.0 | 9 | 6 | 8 | 6 | -7 | -4 | 6
4: CC1=[N+](C)c2c(ccc3cccnc23)C1(C)C
  -18 | 13 | 28 | -19 | -7 | 11 | 2 | 37* | -9
5: CCCCn1c(C(C)NC(=O)CCC)nc2ccccc21 (stereo not given)
  1 | -0.9 | -44 | 3 | -35 | 2 | -1 | 2 | 21
6: CC(=O)O[C@H]1CC[C@@]2(C)C(=CC[C@H]3[C@@H]4CC[C@H](C(C)=O)[C@@]4(C)CC[C@@H]32)C1
  4 | 1.0 | -13 | 0 | -11 | 2 | 0 | -11 | 15
7: COc1ccc(N2CCN(C(=O)c3c(Cl)cnn3C)CC2)cc1
  7 | -2.7 | -18 | 11 | 14 | 4 | -1 | -3 | -24
8: O=C(NC1CCCCCC1)C(=S)N1CCOCC1
  13 | -2.1 | -5 | 1 | -17 | 0 | 0 | -4 | -7
9: CC(C(=O)Nc1ccc(F)c(F)c1)N1CCN(C)CC1 (stereo not given)
  -3 | -0.8 | -3 | -1 | 6 | 0 | -4 | 7 | 11
10: CCCN(CCC)CCCNC(=O)C1CCN(S(=O)(=O)c2cccc3nsnc23)CC1
  9 | -1.2 | -17 | 3 | 5 | 2 | -5 | -5 | -23
11: COc1cc(C(=O)NCC(=O)NCCSc2ccc(Br)cc2)cc(OC)c1OC
  -11 | -1.1 | 18 | 1 | 21 | 3 | -1 | 6 | 11
12: COc1cc(C(=O)N2CCN(S(=O)(=O)c3cc(C)ccc3C)CC2)ccc1OCC(=O)N1CCOCC1
  3 | 0.8 | -17 | 0 | 1 | 3 | 0 | 1 | -15
13: O=C(NC(C(=O)N1CCCC1C(=O)O)=C1CCCCC1)c1ccccc1 (stereo not given)
  4 | -0.7 | -2 | 3 | -1 | 3 | -1 | -7 | 25
14: CN(Cc1ccc(C(F)(F)F)cc1)C(=O)c1ccc2ccccc2n1
  -2 | -0.8 | -6 | -5 | 0 | -1 | -2 | 7 | -7
15: O=C(COc1ccc2c(-c3ccccc3)cc(=O)oc2c1)NC(Cc1c[nH]c2ccccc12)C(=O)O (stereo not given)
  6 | -4.9 | 13 | 6 | 8 | 1 | 4 | -3 | 24
16: Cc1noc(C)c1CN1C(=O)NC2(CCc3ccccc3C2)C1=O (stereo not given)
  -1 | 0.7 | -9 | -7 | 19 | 5 | -4 | 2 | 20
17: CN(C)S(=O)(=O)c1cc(NC(=O)c2ccc(-n3ccnc3)c([N+](=O)[O-])c2)ccc1Cl
  -11 | -0.3 | 24 | -7 | 10 | 3 | -4 | 24 | -12
18: CCOC(=O)CN1C(=O)S/C(=C\c2ccc(-c3cccc(C(=O)O)c3C)o2)C1=O
  3 | -0.8 | -21 | -3 | -10 | 1 | 3 | 4 | 12
19: Nc1nc(N)c2[nH]c(=S)[nH]c2n1
  -1 | 4.6 | 2 | 2 | -20 | 0 | 3 | 7 | -12
20: CCc1ccc(NC(=O)COC(=O)/C=C/c2ccco2)cc1
  -6 | -3.6 | -14 | 5 | 12 | 2 | -3 | 11 | 19
21: Cc1ccc(S(=O)(=O)/N=C/c2ccc(N(C)C)cc2)cc1
  4 | -4.2 | -3 | 5 | -16 | 3 | -1 | -12 | -8
22: CC1CCCCN1C(=O)CSc1nc(N)cc(=O)[nH]1 (stereo not given)
  4 | -2.1 | -2 | 3 | -16 | 7 | -2 | -5 | 16
23: CC(NC(=O)c1ccccc1)C(=O)NC1CCCc2ccccc21 (stereo not given)
  4 | 1.5 | 5 | 11 | 7 | 2 | -1 | -4 | -21
24: COc1ccc(CN2CCNC(=O)C2CC(=O)N(C)Cc2ccno2)c(F)c1 (stereo not given)
  2 | -5.0 | -11 | 4 | 24 | 2 | 0 | -7 | 17
25: CCOC(=O)N1CCN(CC(O)COC2CC(C)CC(C)(C)C2)CC1 (stereo not given)
  -6 | -1.0 | -11 | -2 | -4 | 9 | -11 | -10 | 21
26: O=C1/C(=C/c2ccc(O)c([N+](=O)[O-])c2)SC(=S)N1Cc1ccccc1
  4 | 8.4 | -4 | 0 | 108* | 5 | -1 | -2 | 23
27: Cc1cc(NC(=O)c2cccc([N+](=O)[O-])c2)no1
  3 | 0.4 | -44 | 12 | -15 | 3 | 2 | 4 | 1
28: CCOc1ccc(-n2c(C)nc(O)c2N=Nc2ccccc2)cc1
  2 | 1.0 | -4 | 1 | -21 | 1 | 0 | 5 | -7
29: CC1(C)Cc2c(c(N3CCOCC3)nc3sc4c(NCc5ccco5)nnnc4c23)CS1
  1 | 3.8 | -13 | 19 | -7 | 15 | 3 | -4 | 5
30: Cc1ccc(-c2nc(N/N=C/c3ccncc3)c3ccccc3n2)cc1
  -1 | -2.0 | 57* | -5 | -50 | 11 | 3 | 9 | -7
31: CCC(C)NS(=O)(=O)c1cc2c3c(c1)CCN3C(=O)CC2 (stereo not given)
  -3 | -1.9 | -9 | 10 | -9 | 2 | -5 | 7 | 10
32: CCc1cc[n+](C2=C([O-])c3ccccc3C(=O)/C2=N\S(=O)(=O)c2cccs2)cc1
  -4 | -2.7 | -7 | -9 | -4 | 3 | 0 | 7 | 5
33: CC(=O)c1ccc(S(=O)(=O)N2CCN(C(=O)CSC(=S)N3CCCC3)CC2)cc1
  1 | 2.4 | -7 | -8 | 8 | 8 | -1 | 0 | -29
34: C[n+]1ccc(C(=O)NCc2ccccc2)cc1
  2 | -0.6 | . | -1 | 5 | . | -6 | 3 | 9
35: Cc1onc(-c2ccccc2Cl)c1C(=O)Nc1nc2c(s1)CCCC2
  2 | -4.7 | 2 | -8 | 33 | 11 | -11 | -1 | 1
36: OCCC1CN(CC#Cc2ccccc2)CCN1C1CCCC1 (stereo not given)
  0 | 1.4 | -16 | 1 | 10 | 1 | -19 | 6 | 4
37: COc1cc(OC)c2c(c1)OC(=O)CC2c1ccc(C)cc1 (stereo not given)
  -5 | -4.2 | 13 | 1 | 17 | 2 | -2 | -12 | 3
38: CN(Cc1c(F)cccc1Cl)C(=O)C1=CC=CN2CCS(=O)(=O)N=C12
  9 | 0.6 | 5 | -2 | -3 | 6 | 2 | -2 | -1
39: O=C(NCc1ccccc1F)C(=O)NCC1OCCCN1S(=O)(=O)c1cccs1 (stereo not given)
  -3 | 2.4 | -14 | -1 | -5 | 0 | 0 | 1 | 7
40: Cc1ccc(-c2onc(C)c2C)cc1S(=O)(=O)N1CCOc2ccccc21
  -9 | 2.6 | 6 | -12 | 1 | 0 | -4 | 1 | -5

Of the compounds above, these contain a nitro group on carbon:
Values run as follows: CHRM5 PAM | CRFBP-R2 agonist | TAAR1 antagonist | M4 PAM | CRFR2-BP antag | TAAR1 ag | M5 ag | CHRM5 antagonist | M1 PAM parental
17: CN(C)S(=O)(=O)c1cc(NC(=O)c2ccc(-n3ccnc3)c([N+](=O)[O-])c2)ccc1Cl
  -11 | -0.3 | 24 | -7 | 10 | 3 | -4 | 24 | -12
26: O=C1/C(=C/c2ccc(O)c([N+](=O)[O-])c2)SC(=S)N1Cc1ccccc1
  4 | 8.4 | -4 | 0 | 108* | 5 | -1 | -2 | 23
27: Cc1cc(NC(=O)c2cccc([N+](=O)[O-])c2)no1
  3 | 0.4 | -44 | 12 | -15 | 3 | 2 | 4 | 1

(listing goes on)
Values run as follows: CHRM5 PAM | CRFBP-R2 agonist | TAAR1 antagonist | M4 PAM | CRFR2-BP antag | TAAR1 ag | M5 ag | CHRM5 antagonist | M1 PAM parental
41: O=C(Nc1ccccc1)c1ccccc1N=Cc1ccccc1O
  -1 | 3.1 | 4 | -3 | 14 | 0 | -2 | -5 | 8
42: N#Cc1ccc(S(=O)(=O)NC[C@H]2O[C@@H](n3cnc4c(N)ncnc43)[C@H](O)[C@@H]2O)cc1
  3 | -3.3 | 2 | -4 | 2 | 1 | 2 | -7 | -2
43: Cc1ccc(N(C(=O)CNC(=O)c2ccco2)C(C(=O)NCC2CCCO2)c2ccccc2)c(C)c1 (stereo not given)
  -13 | 0.2 | 28 | -5 | -3 | 12 | 1 | 26 | -5
44: O=C(CCl)NNc1cccc(Cl)n1
  -1 | -0.6 | 0 | 5 | 20 | 10 | -4 | -4 | 23
45: Cc1cccc(CSc2nnc(N)n2-c2ccccc2)c1
  3 | -0.2 | -2 | 7 | -2 | 2 | -2 | -1 | 23
46: Cc1ccc(CNC(=O)c2c(-c3ccccc3)sc3ccccc23)o1
  -32 | 0.2 | 33 | -3 | -2 | 0 | -8 | 16 | 10
47: CC(C)n1nnnc1SCC(=O)Nc1ccc2c(c1)OCO2
  -1 | 0.1 | -9 | 5 | -2 | 6 | -3 | -1 | 11
48: O=C1C(O)CCN1C1CCCCC1 (stereo not given)
  1 | -3.4 | -21 | -2 | 16 | 1 | 0 | 12 | 4
49: CCOc1ncccc1C(=O)Nc1ccc(OC)c(S(=O)(=O)N2CCCCC2)c1
  7 | -0.8 | -19 | 7 | 0 | 3 | -2 | -2 | 0
50: COCc1ccc(CN2CCC(N3CCC(C(=O)N4CCCC4)CC3)CC2)o1
  -7 | -1.0 | 5 | -1 | -1 | 1 | -2 | 13 | -9
51: CC(OC(=O)CN(C)S(=O)(=O)c1ccc(Cl)cc1)C(=O)Nc1ccc(N2CCOCC2)cc1 (stereo not given)
  2 | -1.1 | -23 | 2 | 23 | 4 | -2 | 3 | 27
52: O=C(Nc1cccc(-c2csc(Nc3ccc(Cl)cc3)n2)c1)c1ccccc1
  6 | 1.3 | 41 | 7 | -4 | 4 | 8 | 9 | -4
53: CCc1ccc(-c2nnn(CC(=O)N(C3CCCC3)C3CCS(=O)(=O)C3)n2)cc1 (stereo not given)
  -5 | -0.6 | -1 | 18 | 3 | 2 | 1 | 2 | 6
54: C#CCN(CC(=O)OCC)S(=O)(=O)CCNC1CC1
  2 | . | 2 | -2 | . | 1 | 1 | 3 | -9
55: OC(COc1ccc(Br)cc1)CN1CCN(c2ccccc2)CC1 (stereo not given)
  -2 | 0.5 | -3 | -2 | -12 | 1 | -14 | 2 | 16
56: CC(OC(=O)Cc1cccc(C(F)(F)F)c1)C(=O)Nc1ccc(Cl)cn1 (stereo not given)
  3 | 0.3 | -25 | 3 | -1 | 0 | -3 | -2 | 11
57: Cc1cc(=O)oc2cc(OCC(=O)N3CCCc4ccccc43)ccc12
  -1 | -2.7 | -13 | -7 | -12 | 3 | -2 | 0 | 14
